Wnt bcat act = activators of Wnt/beta-catenin signaling; Wnt/beta-catenin reporter cell assay, activator, plate reader; activation, % at 9.35 µM; hit rate 1.2% among 300,000; in the data active means activation above about 30%, passing the limit was not always enough; inconclusive means no clear call, values can overlap the other calls;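 further: 0% = neutral control wells and 100% = positive control wells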
V-ATPase pH = yeast V-ATPase proton transport regulation by pHLuorin. S. cerevisiae, pHLuorin cytosolic pH fluorescence. response, % at 10 µM. hit rate 0.37% among 350,000; in the data active means response mostly above about 7.3%, no sharp cut-off; inactive means mostly below about 5.4%; further: actives read high; inactives centre near 0; some compounds called inactive have numbers as strong as hits; reference of the scale not given here
DSG3 Ab inh = inhibitors of pemphigus antibody binding to human desmoglein-3. binding (percent of control), % at 10 µM. DSG3-coupled beads, scFv-anti-DSG3-GFP binding, flow cytometry; stronger effect = lower value. P32926. AID 588358. hit rate 0.48% among 310,000;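 active means binding more than 3 SD below its plate's average and above zero; inconclusive means below that plate limit but binding exactly zero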; further: some compounds called inactive have numbers as strong as hits
Target sequence (P32926 whole entry, looked up): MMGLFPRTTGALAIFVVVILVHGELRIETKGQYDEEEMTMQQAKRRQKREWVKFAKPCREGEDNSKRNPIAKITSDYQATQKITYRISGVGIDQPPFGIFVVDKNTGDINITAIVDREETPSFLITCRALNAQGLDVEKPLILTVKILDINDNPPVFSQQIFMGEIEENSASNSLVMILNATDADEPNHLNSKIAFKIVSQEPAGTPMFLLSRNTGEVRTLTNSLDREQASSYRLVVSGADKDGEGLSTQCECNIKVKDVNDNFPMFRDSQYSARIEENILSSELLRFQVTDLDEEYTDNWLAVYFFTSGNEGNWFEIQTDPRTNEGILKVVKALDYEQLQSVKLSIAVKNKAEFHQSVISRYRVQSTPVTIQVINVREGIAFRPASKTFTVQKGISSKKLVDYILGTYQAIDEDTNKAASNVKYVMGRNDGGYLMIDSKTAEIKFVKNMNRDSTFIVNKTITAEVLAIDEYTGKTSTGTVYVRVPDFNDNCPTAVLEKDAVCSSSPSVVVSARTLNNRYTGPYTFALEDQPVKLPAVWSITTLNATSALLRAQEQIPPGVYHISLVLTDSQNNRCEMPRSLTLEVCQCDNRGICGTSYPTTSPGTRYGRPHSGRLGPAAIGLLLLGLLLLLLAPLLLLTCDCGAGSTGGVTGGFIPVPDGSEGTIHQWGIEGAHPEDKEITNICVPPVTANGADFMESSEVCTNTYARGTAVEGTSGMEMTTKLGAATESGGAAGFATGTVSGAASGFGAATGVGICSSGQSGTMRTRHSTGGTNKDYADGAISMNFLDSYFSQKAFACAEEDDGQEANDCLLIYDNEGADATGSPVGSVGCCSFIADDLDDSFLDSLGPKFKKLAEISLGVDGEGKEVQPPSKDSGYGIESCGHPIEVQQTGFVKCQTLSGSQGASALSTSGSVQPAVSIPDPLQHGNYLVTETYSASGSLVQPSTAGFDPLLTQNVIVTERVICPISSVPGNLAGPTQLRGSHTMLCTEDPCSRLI
An asterisk follows results filed as active; u = inconclusive. The list is partial (hit frequency here may not be typical).

A first look:
SMILES	Wnt bcat act	V-ATPase pH	DSG3 Ab inh
CC1(C)OC2COC(c3[nH]nc4c(=O)[nH]c(=O)[nH]c34)C2O1 (configuration not stated)	-5	0	100
Cc1ccc(C)c(-n2nnc3ccccc3c2=O)c1	-3	2	97

This part in full (from the top)
SMILES	Wnt bcat act	V-ATPase pH	DSG3 Ab inh
CC1(C)OC2COC(c3[nH]nc4c(=O)[nH]c(=O)[nH]c34)C2O1 (configuration not stated)	-5	0	100
Cc1ccc(C)c(-n2nnc3ccccc3c2=O)c1	-3	2	97
C[C@H](CO)N1C[C@H](C)[C@H](CN(C)C(=O)Nc2ccc(F)cc2)OCc2ccccc2-c2c(n(C)c3ccccc23)C1=O	-2	-2	101
O=C(COC(=O)/C=C/c1cccc(F)c1)NC1CCCCC1	-1	-2	108
Cc1ccc(S(=O)(=O)N2C[C@H]3N(C(=O)OC(C)C)N(C(=O)OC(C)C)C[C@H](OC(=O)Nc4cccs4)[C@@]3(O)C2)cc1	-2	2	104
COc1ccc(C#Cc2cnc3c(c2)C(=O)N([C@@H](C)CO)C[C@@H](C)[C@@H](CN(C)CC2CCOCC2)O3)cc1	0	-1	103
CN1C(=O)CCS(=O)(=O)C1c1ccc(Cl)c(Cl)c1 (configuration not stated)	-6	-5	97
COc1ccc([C@H]2CN(c3ccc(OC)cc3)C(=O)[C@@H]2CC(=O)Nc2ccc(Br)cc2)cc1	-1	-2	104
CCCCc1cc(=O)oc2cc(OC(C)C(=O)NCCN3CCOCC3)ccc12 (configuration not stated)	-6	-1	97
Cc1ccc([C@@H]2C[C@H]3[C@@H](CN2S(=O)(=O)c2ccc(C)cc2)C(=O)C[C@@H](c2ccc(C)cc2)N3S(=O)(=O)c2ccc(Cl)cc2)cc1	-2	2	100
O=C(CN1C(=O)c2ccccc2C1=O)NC1CCS(=O)(=O)C1 (configuration not stated)	0	-2	104
N#CC(=Cc1cccs1)c1nc(-c2ccc(Cl)cc2)cs1	10	0	108
C[C@H](CO)N1C[C@H](C)[C@H](CN(C)C(=O)c2cc(-c3ccccc3)on2)OCc2cnnn2CCCC1=O	3	0	99
Cc1ccc(N2CC(O)CSC2=Nc2ccccc2)cc1 (configuration not stated)	-4	1	101
Cc1ccc(S(=O)(=O)N2C[C@]3(O)C[C@@H]4C(=O)N(c5ccccc5)C(=O)[C@@H]4C[C@]3(OC(=O)NCC3CCCCC3)C2)cc1	8	-1	99
COc1cc(CNC(=O)C2CC(O)CN2C(=O)Nc2ccccc2)cc(OC)c1OC (configuration not stated)	0	0	110
Cn1nc(NC(=O)C(F)(F)F)c2nccnc21	-4	0	109
CC(=NNS(=O)(=O)c1ccc(C)cc1)c1ccncc1	-5	0	99
Cc1ccc(C(=O)N[C@H](C(=O)Nc2cccc(S(=O)(=O)N3CCOCC3)c2)C(C)C)cc1	-2	1	106
COc1ccc(S(=O)(=O)N(C)C[C@H]2OCCCC[C@@H](C)Oc3ccc(NC(=O)CCC(F)(F)F)cc3C(=O)N([C@H](C)CO)C[C@@H]2C)cc1	-1	1	110
CCc1ccc(NC(=O)C(C)OC(=O)Cn2[nH]c(=O)c3ccccc3c2=O)cc1 (configuration not stated)	1	-3	98
C#CC1(NC(=S)Nc2cccc(OC)c2)CCCCC1	-1	0	107
C[C@H](CO)N1C[C@H](C)[C@H](CN(C)C(=O)Nc2ccc3c(c2)OCCO3)OCc2cnnn2CCCC1=O	-8	0	110
CCCN(C)C[C@@H]1OCc2cnnn2CCCC(=O)N([C@H](C)CO)C[C@H]1C	-1	3	103
NC(=O)c1ccc(NC(=O)COC(=O)c2ccccc2SCC(=O)N2CCCC2)cc1	-2	4	99

Rewritten comma-delimited: part of the list above
compound,Wnt bcat act,V-ATPase pH,DSG3 Ab inh
C#CC1(NC(=S)Nc2cccc(OC)c2)CCCCC1,-1,0,107
C[C@H](CO)N1C[C@H](C)[C@H](CN(C)C(=O)Nc2ccc3c(c2)OCCO3)OCc2cnnn2CCCC1=O,-8,0,110
CCCN(C)C[C@@H]1OCc2cnnn2CCCC(=O)N([C@H](C)CO)C[C@H]1C,-1,3,103

Other entries follow.
SMILES	Wnt bcat act	V-ATPase pH	DSG3 Ab inh
COc1ccc(C=C2OC(=O)C(C(C)=O)=C2O)cc1	21	-5	107
C=Cc1cnc([N+](=O)[O-])n1C	0	2	107
COc1cccc(C(=O)Nc2cc(C)on2)c1	11	-3	109
O=C1C(=Cc2ccccn2)CCc2ccccc21	u	3	108
C[C@H]1CN([C@@H](C)CO)C(=O)c2cc(Br)cnc2O[C@H]1CN(C)C(=O)c1ccc2c(c1)OCO2	-1	-2	113
CCN(CC(=O)Nc1ccc(NC(C)=O)cc1)C(=O)C1CC1	-1	5	106
C#CCN(C(=O)C1CCC(=O)N(CCc2cccc(F)c2)C1)C1CCCCC1 (configuration not stated)	33*	-3	100
COc1ccccc1C(=O)NCCCNc1nc2cc(C)cc(C)c2cc1C#N	0	1	105
O=C(Nc1ccn(CCCN2CCN(Cc3cccc4ccccc34)CC2)c(=O)n1)OCc1ccccc1	-6	-3	111
O=C(OCc1cn([C@@H]2C[C@H](c3ccc(Cl)cc3)N(C(=O)C3CCCCC3)C[C@H]2O)nn1)c1ccccc1	-3	1	97
CC1=C(C(=O)N2CCOCC2)CC(CC(=O)NCc2ccco2)C(=O)N1Cc1ccccc1 (configuration not stated)	-1	-1	108
O=S(=O)(c1ccccc1)C(Br)S(=O)(=O)c1ccccc1	-1	0	104
CCN(CC)S(=O)(=O)c1ccc(OC)c(NC(=O)c2cc([N+](=O)[O-])ccc2N2CCOCC2)c1	-3	2	105
CN(C)S(=O)(=O)N1CCC(Oc2ccc(C(=O)N3CCCCCC3)cc2)CC1	-4	-1	100
CCn1c(SCC(=O)Nc2ccccc2)nc2c(c1=O)SCC2	7	3	101
CCN(CC)S(=O)(=O)c1ccc(N2CC(C(=O)NCc3ccco3)CC2=O)cc1 (configuration not stated)	0	-5	99
CCOC(=O)C1=C(COC(=O)/C=C/c2ccc(F)cc2)NC(=O)NC1C (configuration not stated)	-1	-2	98
O=C(NN=Cc1ccc2c(c1)CCN2)c1cccs1	1	-2	101
CCCCN1C(=O)C(CC(=O)NCCN2CCOCC2)CC(C(=O)N2CCOCC2)=C1C (configuration not stated)	-2	1	98
O=S(=O)(NCC1CCCO1)c1ccc(Cl)c2ccccc12 (configuration not stated)	-1	2	100
O=C(c1ccccc1)c1ccsc1C(=O)c1ccccc1	3	-1	108
CC(=O)N1C[C@H]2CON(C)[C@H]2C[C@H]1c1cccc(N2CCOCC2)c1	-2	3	104
c1coc(-c2nc(N=C3N=c4ccccc4=N3)[nH]c2-c2ccco2)c1	-6	2	101
COc1ccc(C(=O)Nc2ccccc2C(=O)Nc2ccccc2)cc1	26	-1	104
CN(C)C1CCCCC=CC(=O)NC1 (configuration not stated)	-3	-2	103

Sorted by number of heavy atoms (rising): part of the list above
SMILES	Wnt bcat act	V-ATPase pH	DSG3 Ab inh
COc1ccc(C=C2OC(=O)C(C(C)=O)=C2O)cc1	21	-5	107
CCOC(=O)C1=C(COC(=O)/C=C/c2ccc(F)cc2)NC(=O)NC1C (configuration not stated)	-1	-2	98
COc1ccccc1C(=O)NCCCNc1nc2cc(C)cc(C)c2cc1C#N	0	1	105
CCCCN1C(=O)C(CC(=O)NCCN2CCOCC2)CC(C(=O)N2CCOCC2)=C1C (configuration not stated)	-2	1	98
CC1=C(C(=O)N2CCOCC2)CC(CC(=O)NCc2ccco2)C(=O)N1Cc1ccccc1 (configuration not stated)	-1	-1	108
O=C(OCc1cn([C@@H]2C[C@H](c3ccc(Cl)cc3)N(C(=O)C3CCCCC3)C[C@H]2O)nn1)c1ccccc1	-3	1	97
O=C(Nc1ccn(CCCN2CCN(Cc3cccc4ccccc34)CC2)c(=O)n1)OCc1ccccc1	-6	-3	111

(cont.)
SMILES	Wnt bcat act	V-ATPase pH	DSG3 Ab inh
Cc1ccc(S(=O)(=O)N(C)C)cc1NC(=O)CN1C(=O)NC2(CCc3ccccc32)C1=O (configuration not stated)	1	1	98
CCOC(=O)CNC(=O)CSc1nc(C(C)C)nc2c1cnn2-c1ccccc1	-1	1	100
CC(C)C1C(=O)N(Cc2cn(Cc3ccco3)nn2)CCS(=O)(=O)N1Cc1ccc(-c2ccncc2)cc1 (configuration not stated)	-2	0	108
O=C1C(=C(c2ccccc2)N2CCOCC2)Cc2ccccc21	-11	0	103
CCc1nc(N2CCN(C(=O)CCCl)CC2)c2c3c(sc2n1)CCCC3	-5	-1	97
COc1cc(NCCCCC(C)N)c2nccc(C)c2c1 (configuration not stated)	0	3	105
O=C(Nc1cccc(C(=O)O)c1)/C(=C\c1cccc([N+](=O)[O-])c1)NC(=O)c1ccc(Br)cc1	2	0	97
COc1cc2c3c(cccc3c1)C(=O)N(CCN1CCCC1)C2=O	2	-4	104
O=C1CN(C(=O)CN2CCN(S(=O)(=O)c3ccccc3)CC2)c2ccccc2N1	-1	-1	105
CCCCn1nc(C(=O)NC2CCCCC2)c2ccccc2c1=O	3	3	113
CCC(C)C(NC(=O)c1ccccc1)C(=O)N1CCN(C(=O)c2ccccc2)CC1 (configuration not stated)	0	0	100
CC1(C)CC(=O)C=C(c2ccc(COC(=O)c3cccc(C(F)(F)F)c3)cc2)C1=O	-1	-4	100
CC(=O)c1ccc(N2CCN(C(=O)COc3ccc4ccccc4c3)CC2)cc1	-2	0	99
Cc1cc(C)c(OCC(=O)OCC(=O)NCc2ccco2)c(C)c1	-4	-3	105
CNC(=O)C[C@H]1C(=O)N(CCc2ccccc2)C[C@@H]1c1ccc(OC)cc1	16	0	110
C[C@@H](O)CNC(=O)c1[nH]cnc1C(=O)N[C@H](C)c1ccccc1	-1	1	105
Nc1nc(N)c2cc(Sc3ccc(Cl)cc3)ccc2n1	-3	-1	113
Cc1sc2ncnc(SCC(=O)NC3CCS(=O)(=O)C3)c2c1C (configuration not stated)	-2	1	113
Cc1c(NC(=O)COC(=O)/C=C/c2cccc(F)c2)c(=O)n(-c2ccccc2)n1C	0	-4	101
Cc1nc(NC(=O)C(C)(C)C)sc1-c1csc(N)n1	-3	0	99
CC(Sc1nnc(-c2ccncc2)n1C)C(=O)NCC(=O)Nc1ccc(F)c(F)c1F (configuration not stated)	-4	3	108
O=C(Nc1ccc2c(c1)OCCO2)c1c(Cl)cccc1Cl	0	0	98
COc1ccc(C(CNC(=O)c2ccc(-c3ccccc3Cl)o2)N2CCCC2)cc1 (configuration not stated)	-4	0	107
CSc1ncnc2c1ncn2CCCNCc1cccs1	-1	3	112
Cc1ccc(C)c(S(=O)(=O)Nc2ccc(C(=O)N3CCOCC3)cc2)c1	1	-2	103
COCOCCn1cc(CN2CCS(=O)(=O)N(Cc3ccc(-c4ccncc4)cc3)C(CC(C)C)C2=O)nn1 (configuration not stated)	0	2	102
O=C(c1cccc(S(=O)(=O)N2CCOCC2)c1)N1CCN(c2ncccn2)CC1	-1	-3	104
c1ccc(C2=NCCCO2)cc1	-3	-2	105
Cc1ccccc1NC(=O)COC(=O)COc1ccc2ccc(=O)oc2c1	0	2	107
O=C1CC[C@@H](C(=O)N2CSC[C@@H]2C(=O)Nc2cccc(C(F)(F)F)c2)N1	5	1	103

Source: PubChem BioAssay
